High-throughput results from PubChem BioAssay.
Statin myotox sup: suppressors of simvastatin-induced myotoxicity in C2C12 myotubes; ATP luminescence, 48 h; scaled: DMSO 0, geranylgeraniol control 100; rescue of ATP level, % at 7.49 µM; 330,000 tested, 0.78% active;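 active means mean ATP rescue above about 67%, or every replicate alone reaching that limit, limit read from the data, passing the limit was not always enough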;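 further: myotubes were challenged with 10 µM simvastatin during compound exposure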
Cneo AK release: Cryptococcus neoformans lysis via adenylate kinase release. C. neoformans lysis, adenylate kinase release luminescence, 4 h; normalised: neutral wells 0, clomiphene wells 100. lysis activity, % at 15 µM. 360,000 tested, 0.2% active;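 active means mean lysis activity across replicates of at least 80%, whatever share of replicates individually reach that level; inactive means mean lysis activity below 80%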
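Test system: log-phase Cryptococcus neoformans yeast cells; Quantity: yeast cell density of 5 × 10^6 cells/mL; Buffer or medium: YPD; Doses: single compound concentration per well; Timing: 4 h at 37 °C static, read 1 h later; Measured by: AK luminescence; Read-out basis: lysis from increased AK signal; Control set: Clomiphene as positive control.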
PGC1a acetyl inh: lowers PGC1a acetylation signal in U2OS cells; AlphaScreen anti-acetyl-lysine; with virally co-expressed GCN5 acetyltransferase; inhibition, % at 15.6 µM; 350,000 tested, 0.17% active;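 active means every replicate shows inhibition of at least 40%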;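 further: 0% = neutral control wells and 100% = positive control wells; some results beyond the cut were filed as inactive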
PAX8 inh HTS: lowers PAX8-driven luciferase in RMG-I cells; RMG-I TPO-luciferase reporter, SteadyGlo, 24 h; AID 652154; 360,000 tested, 1.2% active; inhibition, % at 12.6 µM;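 active means mean replicate inhibition at least 60% with every replicate also reaching 60%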;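 further: luciferase light reporting Pax8 driven TPO promoter activity; plate controls were median of neutral control wells for no effect and mitoxantrone controls for full effect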
GSIS activator: primary screen for activators of insulin secretion dependent on glucose, INS-1E cells, GLuc reporter luminescence; INS-1E GLuc reporter insulin secretion, 2-3 h; activation, % at 16.6 µM; 370,000 tested, 0.61% active; AID 743287;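 active means lowest replicate activation of at least 40%, so every replicate reaches that level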;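 further: 0% = median of neutral control wells and 100% = median of IBMX positive control wells; some compounds called inactive have numbers as strong as hits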
PglD DTNB: inhibitors of Campylobacter jejuni PglD acetyltransferase. purified PglD enzyme, DTNB colorimetric CoA detection. inhibition, % at 12.5 µM. 360,000 tested, 0.098% active; in the data active means inhibition above about 16%, passing the limit was not always enough; further: strong numbers were not always called active
ARNT TACC3 PPI: disruptors of human ARNT/TACC3 interaction | Q9Y6A5 | AlphaScreen His-ARNT PAS-B/GST-TACC3 binding, luminescence; TACC3 fragment carries E629A point mutation | inhibition, % at 9.99 µM | 390,000 tested, 0.66% active | AID 623870;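 active means mean inhibition of replicates at least 50% and at least half of replicates each reaching 50%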;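 further: 0% = complete ARNT plus TACC3 wells and 100% = ARNT alone without TACC3; many hits fall short of the cut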
LGR2 antag: blocks bursicon-induced cAMP signaling via Drosophila LGR2; HEK293 LGR2, CRE-luciferase, bursicon-stimulated, 4 h; inhibition, % at 9.99 µM; 380,000 tested, 0.35% active; AID 720647;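 active means drop in luminescence signal, shown as inhibition above about 50% in the replicate tests, limit read from the data, passing the limit was not always enough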;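 further: agonist challenge used bursicon conditioned medium at about half maximal strength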
Numbers without * were called inactive; x = no result given.

SMILES	Statin myotox sup	Cneo AK release	PGC1a acetyl inh	PAX8 inh HTS	GSIS activator	PglD DTNB	ARNT TACC3 PPI	LGR2 antag
CCOC(=O)c1c(/N=C/c2cc(C)ccc2O)sc2c1CCN(C)C2	x	x	x	-9.7	6.7	x	-1.9	4.6
O=c1c(C=Nc2ccc(Oc3ccccc3)cc2)c[nH]n1-c1cccc(Cl)n1	6.7	0.0	4.3	x	106.6*	4.1	-5.9	x
COc1ccc(C(=O)Nc2nc(C)c3cc4c(cc3n2)OCO4)cc1	-5.6	1.2	3.9	24.4	7.8	1.3	-1.6	-8.2
CCOC(=O)C(CC)Sc1nnc2cc(C)c3ccccc3n12 (stereo unspecified)	7.2	-0.3	x	x	x	-0.7	1.7	x
Cc1cc(C(=O)N/N=C/C=C/c2ccccc2)n[nH]1	x	-0.1	2.1	-18.3	8.1	5.0	-33.2	-20.0
Cc1ccccc1NC(=O)COC(=O)C1=COCCO1	4.3	1.1	4.1	-0.6	19.9	-4.6	0.5	6.2
CNc1c(NS(=O)(=O)c2ccc(F)c(Cl)c2)c(=O)oc2ccccc12	-3.7	0.9	x	15.4	-3.7	-3.0	-2.0	0.0
CO[C@H]1CN(C)C(=O)c2cc(NS(=O)(=O)CC(F)(F)F)ccc2OC[C@@H](C)N(C(=O)c2ccc3c(c2)OCO3)C[C@H]1C	-13.0	1.4	3.8	-38.0	-19.1	-0.6	1.1	-12.7
CCOCCCNC(=O)C1CCCN(S(=O)(=O)c2ccc(-n3cnnn3)cc2)C1 (stereo unspecified)	1.6	-1.6	7.9	-1.3	7.4	0.6	3.5	16.3
Cc1ccc(-c2nnc(SCC(=O)N(C)C)nc2-c2ccc(C)cc2)cc1	43.0	-0.6	-34.1	-0.9	-2.2	4.4	9.7	9.3
CCN1C(=O)CC(N2CCC(C(=O)N3CCCCCC3)CC2)C1=O (stereo unspecified)	x	x	x	-16.3	11.4	x	-5.7	-8.5
O=C(NCc1ccc(OC(F)(F)F)cc1)c1cc(-c2ccccc2)nn1CC1CC(c2cccnc2)=NO1 (stereo unspecified)	9.3	-1.2	-21.5	16.7	-10.0	2.5	-3.9	-0.6
O=C(N/N=C/c1cccs1)c1cc(-c2ccc(Cl)s2)[nH]n1	-28.0	-1.5	13.1	-14.7	-2.5	-6.4	-2.4	-28.4
Nn1c(SCC(=O)NC2CCCCCC2)nnc1-c1ccco1	8.2	-0.3	-2.2	-19.6	-8.9	5.3	x	3.5
N=C1c2ccccc2CN1NC(=O)c1cccc(S(=O)(=O)N2CCCCC2)c1	3.4	x	-4.0	-1.4	-25.7	x	0.7	-2.8
O/N=C(/c1ccc(Cl)cc1)C1CC1c1ccccc1 (stereo unspecified)	-3.7	-3.2	-7.2	-14.7	-17.8	6.3	2.1	-11.3
Cc1ccc(S(=O)(=O)N(C)C[C@@H]2OCCCC[C@H](C)Oc3ccc(NC(=O)NC4CCCCC4)cc3C(=O)N([C@@H](C)CO)C[C@H]2C)cc1	x	0.6	-10.6	-7.6	-10.5	0.0	24.2	5.1
CC(=O)N1CCN(Cc2nc3cc(NC(=O)NC4CCCCC4)ccc3n2C)CC1	x	2.7	2.7	0.3	-2.0	1.2	10.4	-17.3
COC(=O)c1ccccc1NC(=O)Cn1nnc(-c2ccc3c(c2)OCO3)n1	0.3	1.9	x	11.9	12.1	5.3	1.9	2.6
CC(=O)c1ccccc1Oc1nc(CN2CCOCC2)nc2scc(-c3cccs3)c12	11.0	0.2	10.5	8.8	x	-0.8	3.1	x
COc1ccc(-c2nnc(Nc3ccc(S(=O)(=O)Nc4nccs4)cc3)c3ccccc23)cc1	x	x	-12.6	-1.8	5.9	x	x	11.1
CCOC(=O)N1CCN(C(=O)CN(Cc2ccccc2)S(=O)(=O)c2ccc(OC)c(Cl)c2)CC1	122.5*	2.0	-13.3	x	-38.4	-0.9	-0.9	11.5
CCCN1C(=O)c2ccc(C(=O)Nc3ccc4c(c3)OCO4)cc2C1=O	-12.9	1.3	x	-26.7	-0.3	-8.1	-7.3	-17.7
COc1ccc(-c2c(C)[nH]n3c(=O)c(Cc4ccccc4)c(C)nc23)cc1OC	-23.2	-0.7	-12.9	9.4	-18.6	-5.0	87.5*	4.0
COc1ccc(Cc2nc(C(=O)Nc3ccc(F)cc3)cs2)cc1	x	7.1	-3.5	-9.2	x	-3.8	x	x
CO[C@@H]1CN(C)C(=O)c2ccc(NC(=O)NC(C)C)cc2OC[C@H](C)N(C(=O)C2CCC2)C[C@H]1C	7.8	-0.8	5.4	x	3.4	-4.9	-5.8	6.9
O=C(O)/C(=C\c1cccc(F)c1)c1ccc(S(=O)(=O)N2CCCCC2)s1	x	x	x	13.3	-5.3	x	-5.7	-2.4
N#Cc1c(NC(NC(=O)c2ccco2)C(=O)c2ccccc2)sc2c1CCCC2 (stereo unspecified)	38.8	4.6	5.0	x	-22.8	4.1	6.2	-9.0
Cc1ccccc1N(CC(=O)NC(C)(C)C)C(=O)CCC(=O)Nc1nccs1	-0.2	0.7	-10.0	-19.2	x	2.0	-3.2	11.0
CCn1c(COc2c(C)cccc2C)nnc1SCC(=O)N1CCN(c2ccccc2)CC1	2.4	-2.3	0.4	x	x	-0.2	8.6	x

Six compounds already listed, sorted by formula weight, ascending:
SMILES	Statin myotox sup	Cneo AK release	PGC1a acetyl inh	PAX8 inh HTS	GSIS activator	PglD DTNB	ARNT TACC3 PPI	LGR2 antag
COc1ccc(Cc2nc(C(=O)Nc3ccc(F)cc3)cs2)cc1	x	7.1	-3.5	-9.2	x	-3.8	x	x
CCCN1C(=O)c2ccc(C(=O)Nc3ccc4c(c3)OCO4)cc2C1=O	-12.9	1.3	x	-26.7	-0.3	-8.1	-7.3	-17.7
COc1ccc(-c2c(C)[nH]n3c(=O)c(Cc4ccccc4)c(C)nc23)cc1OC	-23.2	-0.7	-12.9	9.4	-18.6	-5.0	87.5*	4.0
N#Cc1c(NC(NC(=O)c2ccco2)C(=O)c2ccccc2)sc2c1CCCC2 (stereo unspecified)	38.8	4.6	5.0	x	-22.8	4.1	6.2	-9.0
CCn1c(COc2c(C)cccc2C)nnc1SCC(=O)N1CCN(c2ccccc2)CC1	2.4	-2.3	0.4	x	x	-0.2	8.6	x
COc1ccc(-c2nnc(Nc3ccc(S(=O)(=O)Nc4nccs4)cc3)c3ccccc23)cc1	x	x	-12.6	-1.8	5.9	x	x	11.1

(cont.)
SMILES	Statin myotox sup	Cneo AK release	PGC1a acetyl inh	PAX8 inh HTS	GSIS activator	PglD DTNB	ARNT TACC3 PPI	LGR2 antag
COc1ccccc1NC(=O)CSc1nnc(-c2ccco2)n1N	2.0	-1.7	1.6	-11.7	0.7	-1.7	-1.3	6.1
Cc1cc(/C=C(\C#N)C(=O)NCc2cccs2)c(C)n1-c1ccc([N+](=O)[O-])cc1	-17.2	1.7	-5.4	x	5.4	0.4	13.9	-5.4
Cc1ccc(-c2cc(C(=O)Nc3c(C)n(C)n(-c4ccccc4)c3=O)[nH]n2)c(O)c1	-2.6	0.1	2.4	-5.0	x	-0.2	2.5	x
COC(=O)c1c(C)c[nH]c1C	3.5	-7.0	10.6	x	-5.3	1.9	x	2.8
O=[N+]([O-])c1ccc(N2CCCCC2)nc1N1CCCCC1	12.5	-6.2	15.6	-1.1	x	-14.2	13.0	x
CC(C)c1nnc(SCC(=O)NC(C)(C)C)n1C	x	x	5.5	10.7	2.4	x	x	12.9
Cc1ccc(OCC(O)CNC(C)c2ccccc2)cc1C (stereo unspecified)	7.7	-0.6	-7.5	16.0	x	-5.3	-3.7	-2.7
CC(=O)Nc1ccc2nc(CN3CCN(Cc4ccc(F)cc4)C(CCO)C3)ccc2c1 (stereo unspecified)	-8.5	5.3	-3.4	-4.7	-0.4	-2.0	0.4	-8.4
COc1ccc2oc(=O)c(C(=O)Nc3ccccc3C)cc2c1	3.6	-0.8	x	-107.1	x	-1.0	1.6	-25.1
CC(C(=O)c1ccccc1)n1c(N2CCOCC2)nc2c1c(=O)n(C)c(=O)n2C (stereo unspecified)	4.7	5.2	9.3	x	3.4	1.2	20.6	-2.7
COc1ccc2cc(C)c3nnc(SCC(=O)Nc4nc(-c5ccc(F)cc5)cs4)n3c2c1	x	x	x	-6.6	30.6	x	-2.2	-11.7
O=C([C@@H]1[C@@H](CO)[C@@H]2Cn3c(ccc(-c4ccccc4)c3=O)[C@@H]2N1CCC(F)(F)F)N1CCOCC1	-26.4	2.3	x	-9.7	-3.4	-1.3	-9.4	-2.4
O=C(NCCCN1CCCC1=O)c1cccc(S(=O)(=O)N2CCN(c3ccc(F)cc3)CC2)c1	-1.6	0.8	x	16.4	-23.7	6.1	31.4	-6.5
Cc1noc(C)c1NC(=O)N(C)C[C@H]1OCCCC[C@@H](C)Oc2ccc(NS(=O)(=O)c3ccc(Cl)cc3)cc2C(=O)N([C@H](C)CO)C[C@@H]1C	x	52.2	-8.1	-4.9	4.1	1.6	-3.4	-14.1
O=C(OCCc1cc2ccccc2c(=O)o1)c1ccco1	-2.5	-2.3	-0.8	1.6	4.7	0.2	-0.4	-90.5
Cc1cc(Cl)c(S(=O)(=O)NC(C(=O)O)c2ccccc2)cc1OCC(N)=O (stereo unspecified)	x	-0.7	7.8	9.2	6.5	-2.2	x	x
CN1C(=O)c2cc(NC(=O)Cc3cccs3)ccc2OC[C@@H]2O[C@H](CC(=O)NCCCN3CCOCC3)CC[C@H]21	20.0	4.3	3.4	1.9	8.7	-1.0	-6.6	28.5
COc1ccccc1-c1cc(C(=O)Nc2cccnc2)no1	-137.3	-0.4	-37.5	x	x	4.7	1.4	x
COc1cccc(CC(NC(C)=O)C(=O)NC2CCN(C(=O)c3ccc(Cl)cc3)CC2)c1OC (stereo unspecified)	8.5	2.1	x	-10.0	-15.4	-1.2	-5.5	-8.8
CCOc1cc(S(=O)(=O)N2CCC(Cc3ccccc3)CC2)c(OCC)cc1-n1cnnn1	8.4	0.6	-13.6	x	x	1.7	-6.9	x
O=C(CCN1C(=O)c2ccccc2S1(=O)=O)NCc1ccco1	3.9	-1.0	3.5	x	x	5.3	-0.7	x
CC(=O)N1[C@H](CNC(=O)C2CC2)[C@H](c2ccc(-c3ccc(F)cc3)cc2)[C@@H]1CO	2.9	-4.4	12.2	7.9	-2.9	-0.9	-9.0	3.3
FC(F)(F)c1cnc(C(c2ccccn2)c2ncn[nH]2)c(Cl)c1 (stereo unspecified)	x	x	2.4	10.2	13.7	x	62.0*	-8.0
Oc1cc(NCc2cccnc2)ccc1-c1nc2ccccc2o1	-8.2	-4.8	-8.0	-196.6	x	-5.1	-2.1	x
C[C@H]1CN([C@@H](C)CO)C(=O)c2cccc(NC(=O)CCCCCC(=O)Nc3ccccc3N)c2O[C@@H]1CN(C)S(C)(=O)=O	x	x	8.8	-4.4	11.3	x	x	19.0
Cc1ccc(-c2ccc(=O)n(CC(=O)NCCC(C)C)n2)cc1	6.4	-1.8	x	3.5	-4.8	-7.0	-4.1	-0.4
COc1cccc(CNc2ccc3[nH]c(=O)[nH]c3c2)c1OCc1ccc(F)cc1	-0.7	1.0	11.7	20.9	18.8	-1.7	7.4	-3.0
Cc1ccc(CC(CC(=O)O)C(=O)NCc2ccccc2)cc1 (stereo unspecified)	x	22.4	11.3	x	12.7	0.3	-1.9	-0.6
Cc1cc(NC(=O)COC(=O)c2ccc(OC(F)(F)F)cc2)no1	1.5	-2.5	x	-3.7	2.4	0.0	x	0.3
CCC(=O)c1cn(CCOc2ccccc2OC)c2ccccc12	-11.7	4.9	-9.3	14.1	-25.1	4.5	-1.7	31.2

Rows are unselected; 2.9% or so of the library scored in one or more.
